Fh CTSL1 inh: counter-screen for PFM18AAP inhibitors: inhibitors of F. hepatica cathepsin L1; recombinant F. hepatica cathepsin L1, Z-Leu-Arg-MCA fluorescence; inhibition, % at 5.96 µM; 300,000 tested, 0.49% active; AID 1906;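 active = inhibition above the mean of all tested compounds plus 3 SD, set per screening campaign, cut at about 17% in these data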;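 note: 0% = plate median of test compound wells and 100% = 1 µM Z-Phe-Ala-diazomethylketone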
core dimer inh: HCV core protein dimerization inhibition; 300,000 tested, 0.33% active; inhibition, % at 5 µM; AID 1899; TR-FRET GST/Flag-core106 dimerization, 1536-well;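 active = inhibition above the mean of all tested compounds plus 3 SD, set per screening campaign, cut at about 45% in these data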
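test system = GST/Flag-tagged HCV core106 proteins | probe or stimulus = Eu donor and XL665 acceptor anti-tag antibodies | times = compound-protein-antibody incubation 4 h at 22.5 °C | signal = TR-FRET, excitation 340 nm, emission 617 and 671 nm | measure = percent inhibition of core106 dimerization signal | controls = wells lacking GST-core106 and wells with excess unlabelled core106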
PAFAH2 inh: PAFAH2 (human) inhibition; AID 492956; 340,000 tested, 0.99% active; recombinant PAFAH2, FP-rhodamine activity probe, fluorescence polarization; inhibition, % at 3.39 µM; Q99487;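 active = inhibition above the mean over all tested compounds plus 3 SD, cut at about 30% in these data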;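 note: inhibitors block probe labeling of enzyme so polarization drops; 0% = enzyme with DMSO and 100% = wells lacking PAFAH2 protein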
AHR activator: activators of human aryl hydrocarbon receptor; P35869; AHR-responsive luciferase reporter cells, luminescence; activation, % at 5 µM; 320,000 tested, 2.5% active; in the data active = activation above about 47%;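 note: 0% = vehicle wells and 100% = reference agonist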
Target sequence (P35869 whole entry, looked up): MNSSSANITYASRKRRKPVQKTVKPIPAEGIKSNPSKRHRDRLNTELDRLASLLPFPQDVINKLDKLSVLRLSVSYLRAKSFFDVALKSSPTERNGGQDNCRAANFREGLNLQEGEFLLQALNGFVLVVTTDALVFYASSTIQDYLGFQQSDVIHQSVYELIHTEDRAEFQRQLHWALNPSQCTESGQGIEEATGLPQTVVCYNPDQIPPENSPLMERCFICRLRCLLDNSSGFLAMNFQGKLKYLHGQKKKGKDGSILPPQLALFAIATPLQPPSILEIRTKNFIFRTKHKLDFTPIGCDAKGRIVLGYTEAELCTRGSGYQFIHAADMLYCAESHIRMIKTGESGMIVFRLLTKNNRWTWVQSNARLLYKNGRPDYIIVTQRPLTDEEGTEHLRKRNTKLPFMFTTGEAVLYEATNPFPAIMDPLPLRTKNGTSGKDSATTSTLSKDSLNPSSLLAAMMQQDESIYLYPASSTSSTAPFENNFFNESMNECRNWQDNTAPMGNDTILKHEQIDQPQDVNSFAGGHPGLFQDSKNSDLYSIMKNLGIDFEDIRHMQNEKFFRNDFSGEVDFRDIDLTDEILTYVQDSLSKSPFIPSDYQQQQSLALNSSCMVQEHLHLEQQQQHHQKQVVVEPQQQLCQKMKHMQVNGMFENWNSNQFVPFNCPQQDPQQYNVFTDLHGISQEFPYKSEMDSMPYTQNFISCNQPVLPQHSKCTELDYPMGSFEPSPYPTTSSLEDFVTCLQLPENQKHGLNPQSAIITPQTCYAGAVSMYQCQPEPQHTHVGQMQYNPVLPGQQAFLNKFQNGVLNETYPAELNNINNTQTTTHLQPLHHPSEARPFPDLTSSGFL
PP5 primary: PP5 (human) phosphatase inhibition; 320,000 tested, 0.18% active; purified PP5c, OMFP substrate fluorescence; P53041; inhibition, % at 6.7 µM;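 active = inhibition above the campaign's mean inhibition across all tested compounds plus 3 SD, cut at about 9.5% in these data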;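 note: 0% = DMSO only and 100% = 100 µM cantharidin control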
PP1 counter: PP1-alpha (human) inhibition in PP5 counter-screen | P62136 | purified PP1alpha, OMFP fluorescence | inhibition, % at 6.7 µM | 320,000 tested, 0.9% active;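 active = inhibition above the mean inhibition of all tested compounds plus 3 SD, computed separately for each screening campaign, cut at about 15% in these data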
procasp7 counter: activates human procaspase-7, counter-screen for procaspase-3 activators; recombinant procaspase-7, Ac-DEVD-pNA absorbance 405 nm; D23A/D198A/D206A triple mutant, cannot self-cleave; scale: DMSO 0, 5 µM enzyme 100; activation, % at 8.5 µM; 330,000 tested, 0.093% active; P55210;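 active = percent activation above the screen-wide mean plus 3 SD, cut at about 25% in these data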
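Material: Procaspase-7 triple mutant (PC-7 D3A) | Quantity: 2 µM procaspase-7 mutant as dispensed | Reagent: DEVD-pNA substrate | Times: 1 h preincubation, 2 h reaction | Technique: 405 nm absorbance of p-nitroaniline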
proCasp3 act: activates human procaspase-3; recombinant procaspase-3 D3A, Ac-DEVD-pNA absorbance 405 nm; 330,000 tested, 0.11% active; P42574; activation, % at 8.5 µM; AID 463141;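 active = activation above the mean of all tested compounds plus 3 SD, cut at about 21% in these data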;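 note: 0% = DMSO alone and 100% = DMSO wells spiked with extra 5 µM PC-3 D3A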
Target sequence (P42574 whole entry D9A/D28A/D175A): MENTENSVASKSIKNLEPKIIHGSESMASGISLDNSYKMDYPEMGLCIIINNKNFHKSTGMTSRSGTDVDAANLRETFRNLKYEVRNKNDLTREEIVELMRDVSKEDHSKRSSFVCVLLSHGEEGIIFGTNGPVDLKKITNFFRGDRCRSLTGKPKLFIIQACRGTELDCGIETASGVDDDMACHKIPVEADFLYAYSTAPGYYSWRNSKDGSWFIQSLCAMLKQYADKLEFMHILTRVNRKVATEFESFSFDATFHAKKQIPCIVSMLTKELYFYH
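Technique: 405 nm absorbance of p-nitroaniline, reads at 0 and 120 min; Test system: Procaspase-3 D3A mutant; Incubation: 1 h enzyme-compound preincubation, then 2 h substrate reaction, 25 °C; Repeats: singlicate, each compound tested once; Benchmarks: low control DMSO wells, high control DMSO plus 5 µM PC-3 D3A.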
TPT1 inhibitor: inhibitors of Candida albicans tRNA 2'-phosphotransferase TPT1; recombinant caTPT1, FP RNA substrate dephosphorylation; inhibition, % at 5 µM; 300,000 tested, 0.81% active; AID 1962;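 active = inhibition above the mean of all tested compounds plus 3 SD, set per screening campaign, cut at about 24% in these data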;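 note: plate controls were DMSO alone for no effect and ferristatin control at 100 nM for full effect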
The depositor's hits bear a star; x = no result given; & = joins results of further samples.

Every second line gives: PP1 counter	proCasp3 act	Fh CTSL1 inh	AHR activator	PP5 primary	procasp7 counter	TPT1 inhibitor	core dimer inh	PAFAH2 inh
COC(=O)c1cc2c(ccn2-c2ccc(F)cc2)n1CC(=O)OC(C)C
→ -5	1	-1	2	3.3	-4	-1	0	6
COc1cccc(C2(CSc3nnc(-c4cc(OC)c(OC)c(OC)c4)o3)OCCO2)c1
→ 7	1	0	2	3.4	4	-2	5	1
COC(=O)c1cc(C)sc1NC(=O)c1ccco1
→ -2	-4	-1	1	3.0	4	2	3	4
COc1ccc(N2CCN(C(=O)COC(=O)c3ccc(CSC)o3)CC2)cc1
→ -4	-3	x	2	1.6	0	x	x	5
COc1cccc(OC)c1C(=O)OCC(=O)Nc1cccnc1Cl
→ 1	6	-11	1	-1.0	2	2	0	1
NC(=O)NC1CCCc2c1[nH]c1ccc(Cl)cc21 (stereo not given)
→ -1	-5	0	2	0.9	0	-3	3	2
COc1ccc(OC)c2c1sc(=NC(=O)c1ccco1)n2C
→ 0	0	2	51*	3.1	-15	-1	17	-5
CCC(C)C(=O)Nc1cccc(SC)c1 (stereo not given)
→ -3	0	4	4	1.9	-4	-1	-5	x
CC(NCc1cc(Br)ccc1OCC(N)=O)C12CC3CC(CC(C3)C1)C2 (stereo not given)
→ 1	8	-2	-3	-1.9	8	-4	-4	4
COc1ccc(C(=O)O/N=C(\N)c2ccccc2)c(OC)c1
→ 0	4	-3	97*	1.7	-1	1	1	12
Cc1cc(OCC(=O)NCC(c2ccc(F)cc2)N2CCOCC2)ccc1Cl (stereo not given)
→ 0	-3	x	2	-2.4	-13	x	x	3
O=C(Nc1nccs1)C1CCN(S(=O)(=O)c2ccc(Cl)c(C(F)(F)F)c2)CC1
→ 2	-5	0	2	1.2	6	4	2	-14
CN(Cc1cccc(F)c1)C(=O)CN1CCN(S(=O)(=O)c2ccc3c(c2)OCCCO3)CC1
→ 10	5	x	0	-1.7	-7	x	x	-5
CCN=C1SC(C(=O)Nc2ccc(Cl)c(Cl)c2)CC(=O)N1CC (stereo not given)
→ 3	-9	1	13	3.1	-3	3	1	7
C#CCOc1ccccc1CNC1CCN(Cc2ccccc2)CC1
→ 3	-4	3	1	0.3	6	-2	-9	-1
Cc1ccnc(NC(=O)CSc2nnc3c(n2)[nH]c2ccccc23)c1
→ -2	6	2	4	-2.5	6	-1	0	x
COC(=O)c1cc(Cl)c(N)cc1OC
→ 1	-2	-5	-3	1.1	-2	-7	-3	0
COc1ccc(C(=O)NC(=S)Nc2ccc(N3CCN(C(C)=O)CC3)cc2)cc1[N+](=O)[O-]
→ -1	-17	-5	-1	3.0	-12	-4	-4	4
CCOC(=O)C1CCN(C(=O)c2ccccc2NC(=O)C2=C(C)OCCS2)CC1
→ 1	5	-2	-1	0.8	8	-2	6	-2
CC(C)C(C(=O)Nc1ccc(S(N)(=O)=O)cc1)N1C(=O)c2ccccc2C1=O (stereo not given)
→ -3	8	2	1	1.1	0	1	-3	4

Next entries.
Every second line gives: PP1 counter	proCasp3 act	Fh CTSL1 inh	AHR activator	PP5 primary	procasp7 counter	TPT1 inhibitor	core dimer inh	PAFAH2 inh
Cc1c(NC(=O)CSC(=S)N2CCCC2)c(=O)n(-c2ccccc2)n1C
→ 3	2	1	0	1.9	4	3	-1	-4
Cc1ccc2c(c1)N(CCC(=O)NCc1cccnc1)C(=O)CO2
→ -5	12	1	6	1.0	-1	-1	0	6
CN(C)c1oc(-c2ccccc2Cl)nc1S(=O)(=O)c1ccccc1
→ 9	4	-5	8	1.4	1	-3	5	16
CN1C(=S)SC2CS(=O)(=O)CC21C (stereo not given)
→ -3	-4	-5	3	2.6	0	2	-4	4
Cc1nc2ccccc2c2c(N)c3ccccc3n12
→ -7	0	5	10	1.1	0	-5	-37	-6
CC(C)C(OC(=O)c1cc2sccc2n1C)C(=O)NCC1CCCO1 (stereo not given)
→ -5	4	1	3	3.8	-3	-3	-1	9
COc1ccc(C(=O)C2CCN(C(=O)Nc3ccccc3C)CC2)cc1
→ 3	0	0	1	4.1	-11	2	4	-7
Cc1ccc(F)c([C@H]2[C@@H]3C=CCC[C@@]3(C)C(=O)N2Cc2ccccc2)c1
→ 1	2	1	-1	1.4	-4	-1	12	-4
COCCN(C(=O)COC(=O)c1cc2ccccc2cc1O)c1c(N)n(Cc2ccccc2)c(=O)[nH]c1=O
→ -3	-8	1	-1	0.6	2	-3	-4	4
Cc1sc(NC(=O)CS(=O)(=O)c2ccccc2)c(C#N)c1C
→ -4	-7	2	6	-0.4	6	-1	0	12
CN1CCN(CCC(=O)Nc2ccc(F)c(F)c2)CC1
→ -9	1	0	8	-5.4	-8	2	-3	-3
CN(CC(=O)Nc1c(Cl)cccc1Cl)C(=O)c1n[nH]c2ccccc12
→ -4	7	-1	0	-0.2	6	-2	2	-2
CCC(=O)Nc1cccc(C(=O)OC)c1
→ -2	8	-5	0	-0.1	5	-2	2	8
CCc1ccc(NC(=O)C2CCCN(S(=O)(=O)c3ccc4c(c3)CCCN4C(C)=O)C2)cc1 (stereo not given)
→ -3	18	-2	0	2.7	13	0	7	2
c1ccc2c(CNn3cnnc3)cccc2c1
→ -5	-3	-1	1	3.3	-2	-3	-12	-3
CCC(C)n1c(-c2cccc(S(=O)(=O)N(CC)CC)c2)n[nH]c1=S (stereo not given)
→ -2	-5	1	-1	-1.6	-14	0	-1	2
c1ccc(Nc2nc(-c3cccnc3)cs2)nc1
→ -2	3	-3	166*	3.9	-2	-4	-5	14
O=C1C(=O)N(CCN2CCOCC2)C(c2ccc(Cl)c(Cl)c2)/C1=C(/O)c1ccc2c(c1)OCO2 (stereo not given)
→ -1	-5	5	0	-0.7	-9	-6	0	9
Cc1ccc(NC(=O)c2ccc3c(=O)n4c(nc3c2)CCCCC4)cc1F
→ 0	-4	-3	2	2.9	-4	0	2	-4
O=C(O)CCC(=O)N1N=C(c2ccco2)CC1c1cccs1 (stereo not given)
→ -1	1	-1	7	2.9	-22	3	-6	3

(list continues)
Every second line gives: PP1 counter	proCasp3 act	Fh CTSL1 inh	AHR activator	PP5 primary	procasp7 counter	TPT1 inhibitor	core dimer inh	PAFAH2 inh
COC(=O)C1C(C(=O)OC)C1(c1ccccc1)c1ccccc1 (stereo not given)
→ -6	-5	-3	-2	0.9	3	-1	-3	1
Cc1ccc(C(=O)N2CCC(C)CC2)cc1S(=O)(=O)N1CCCCC1
→ -3	-1	-1	-1	3.2	2	3	-1	7
CCOC(=O)Cn1c(-c2nonc2NC(=O)c2ccccc2F)nc2ccccc21
→ 3	-3	2	17	-2.2	-13	14	15	4
Nc1nnnn1CC(=O)OCc1cccc(Br)c1
→ -1	15	-5	-4	0.1	-2	1	-7	-9
FC(F)Oc1ccccc1/C=N/Nc1nc2ccccc2o1
→ 3	-3	0	21	4.3	-6	-2	-1	18
Cc1ccc(C)n1-c1ncc(Br)cn1
→ -5	0	6	0	-0.9	4	-1	3	1
O=C(NCCc1ccccc1)c1cnc2sccn2c1=O
→ 2	1	2	8	0.2	-1	33*	-11	9
CCOC(=O)N1CCN(C(=O)C2CCCN(c3ncnc4c3nc3n4CCCCC3)C2)CC1 (stereo not given)
→ 0	3	-4	0	-1.5	2	-3	2	3
CN1CCN(C(=O)c2cc3c(n(-c4ccccc4)c2=O)CC(C)(C)CC3=O)CC1
→ 2	5	1	2	2.0	4	-2	-7	-13
CCC(OC(=O)C(CC(C)C)NC(=O)c1ccccc1)C(=O)Nc1nnc(C)s1 (stereo not given)
→ -1	2	x	-2	2.4	6	x	x	3
O=C(COC(=O)c1ccco1)NCCNC(=O)COC(=O)c1ccco1
→ -12	-3	-2	0	-9.4	-7	3	-4	-5
COc1ccc(CN(CCC(c2ccc(F)cc2)C2CCOC(C)(C)C2)C(=O)c2ccco2)cc1 (stereo not given)
→ 4	10	4	-4	3.1	4	1	22	4
O=C(O)CCC(=O)NNc1ncnc2ccccc12
→ 0	-27	0	21	2.5	-15	-1	-13	-2
CC(=O)c1ccc(NC(=O)C2CC(c3ccc(F)cc3)=NO2)cc1 (stereo not given)
→ -1	11	-3	-5	2.4	-9	1	-8	-5
O=C(O)c1ccc(-n2nc(C(F)(F)F)c3c2CCCC3)cc1
→ 1&2	-2&11	-1&-1	3&5	-3.1&0.0	6&7	0&1	9&-5	-4&3
Cc1c([N+](=O)[O-])c([N+](=O)[O-])nn1CC(=O)NCCc1ccccc1
→ 2	6	1	0	-1.1	-4	0	1	4
CCCC[C@H](CC(=O)c1ccccc1)[C@@H](OC(C)=O)C(=O)Oc1c(C(C)C)cccc1C(C)C
→ -3	-1	x	1	-0.7	16	x	x	0
Cc1cc(NC(=O)COC(=O)CNS(=O)(=O)c2ccc(C)c(C)c2)no1
→ -6	5	-28	5	0.9	13	1	6	5
COc1ccc(C)c2sc(NC(=O)C3CC3)nc12
→ 2	1	2	74*	0.7	-1	2	-15	12
Nc1nc(NCC2CCCO2)nc(Nc2ccccc2)c1[N+](=O)[O-] (stereo not given)
→ 0	-5	-7	3	2.0	2	0	-4	-6

A draw from above in order of formula weight, lowest first:
Every second line gives: PP1 counter	proCasp3 act	Fh CTSL1 inh	AHR activator	PP5 primary	procasp7 counter	TPT1 inhibitor	core dimer inh	PAFAH2 inh
c1ccc2c(CNn3cnnc3)cccc2c1
→ -5	-3	-1	1	3.3	-2	-3	-12	-3
COC(=O)c1cc2c(ccn2-c2ccc(F)cc2)n1CC(=O)OC(C)C
→ -5	1	-1	2	3.3	-4	-1	0	6
CC(C)C(OC(=O)c1cc2sccc2n1C)C(=O)NCC1CCCO1 (stereo not given)
→ -5	4	1	3	3.8	-3	-3	-1	9
COc1cccc(C2(CSc3nnc(-c4cc(OC)c(OC)c(OC)c4)o3)OCCO2)c1
→ 7	1	0	2	3.4	4	-2	5	1
O=C1C(=O)N(CCN2CCOCC2)C(c2ccc(Cl)c(Cl)c2)/C1=C(/O)c1ccc2c(c1)OCO2 (stereo not given)
→ -1	-5	5	0	-0.7	-9	-6	0	9

The list goes on:
Every second line gives: PP1 counter	proCasp3 act	Fh CTSL1 inh	AHR activator	PP5 primary	procasp7 counter	TPT1 inhibitor	core dimer inh	PAFAH2 inh
COc1ccccc1C(C)NS(=O)(=O)c1ccc(Cl)nc1 (stereo not given)
→ 2	0	-6	-1	-0.9	6	1	1	-2
COc1ccc(CN2C(=O)CCC(C(=O)O)C2c2ccccc2)cc1 (stereo not given)
→ -2	2	0	0	-1.0	-1	-2	-5	4
Cc1ccccc1Nc1nnc(SCC(=O)NCc2ccco2)s1
→ 2	0	-2	0	0.4	9	-2	36	3
COc1ccc(C2/C(=C(/O)c3ccccc3)C(=O)C(=O)N2C)c(OC)c1 (stereo not given)
→ 3	-1	-2	0	3.9	-20	0	-4	2
O=S(=O)(Nc1cccc(-n2cnnn2)c1)c1ccccc1C(F)(F)F
→ -4	-5	-5	11	0.8	0	1	0	-2
COc1cccc2sc(N(CCCN(C)C)C(=O)c3ccc(S(=O)(=O)N4CCCc5ccccc54)cc3)nc12
→ 6	2	2	2	3.2	0	2	-11	-3
CC(CSc1nnnn1-c1ccccc1)Cn1c(N2CCN(C)CC2)nc2c1c(=O)[nH]c(=O)n2C (stereo not given)
→ -3	-2	4	1	-1.1	-2	-6	3	2
N#Cc1cccc(Cn2cc(C(F)(F)F)ccc2=O)c1
→ -6	-6	-3	0	2.2	-1	-3	-6	-4
